# Screening results from PubChem.
# LAP4-GFP MLPCN: alters LAP4-GFP fluorescence in TOR pathway yeast screen; S. cerevisiae LAP4-GFP multiplex, flow cytometry GFP, 3 h; median GFP as percent of DMSO wells; hit rate 0.34% among 320,000; GFP response vs DMSO, % at 10 µM;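 active = GFP response vs DMSO above a set limit, about the screen mean plus 3 SD, cut at about 150% in these data; inconclusive = under 70 cell events counted for the yeast strain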
# RPL19A-GFP yeast: yeast TOR pathway RPL19A-GFP modulation. percent response vs DMSO, % at 10 µM. hit rate 0.3% among 330,000. S. cerevisiae RPL19A-GFP strain, flow cytometry, 3 h; hits give low values. AID 2025;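 active = percent response vs DMSO below 50%; inconclusive = fewer than 70 events counted for the yeast strain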;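 note: median channel GFP fluorescence of the barcoded RPL19A-GFP strain; ratio of sample median GFP to plate DMSO average so 100% = DMSO; lower means less RPL19A-GFP as with rapamycin TOR inhibition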
# AHR activator: activators of human aryl hydrocarbon receptor; AHR-responsive luciferase reporter cells, luminescence; hit rate 2.5% among 320,000; AID 2796; P35869; activation, % at 5 µM; in the data active = activation above about 47%;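 note: 0% = vehicle wells and 100% = reference agonist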
# MEP2 TOR yeast: yeast TOR pathway MEP2-GFP modulation. GFP response vs DMSO, % at 10 µM. AID 2016. hit rate 0.51% among 330,000. S. cerevisiae MEP2-GFP strain, flow cytometry GFP, 3 h; 100% = DMSO control level;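 active = GFP response versus DMSO above a set limit, roughly screen mean plus 3 SD, cut at about 180% in these data; inconclusive = fewer than 70 cells counted for a yeast strain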;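 note: median GFP fluorescence of the barcode-gated MEP2-GFP cells per well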
# procasp7 counter: activates human procaspase-7, counter-screen for procaspase-3 activators; P55210; recombinant procaspase-7, Ac-DEVD-pNA absorbance 405 nm; D23A/D198A/D206A triple mutant, cannot self-cleave; scale: DMSO 0, 5 µM enzyme 100; activation, % at 8.5 µM; hit rate 0.093% among 330,000;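 active = percent activation above the screen-wide mean plus 3 SD, cut at about 25% in these data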
#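 signal = Epi-absorbance of released pNA at 405 nm, two timepoints | assay system = Uncleavable procaspase-7 mutant enzyme | reagent = Ac-DEVD-pNA substrate, 400 µM as added | times = 1 h enzyme–compound preincubation and 2 h substrate reaction, both 25 °C | benchmarks = low DMSO alone, high DMSO plus 5 µM PC-7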
# procasp3 activ: procaspase-3 (human) activation | P42574 | recombinant procaspase-3 D3A, Ac-DEVD-pNA absorbance 405 nm | activation, % at 8.5 µM | hit rate 0.11% among 330,000 | AID 463141;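 active = activation above the mean of all tested compounds plus 3 SD, cut at about 21% in these data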;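 note: 0% = DMSO alone and 100% = DMSO wells spiked with extra 5 µM PC-3 D3A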
#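 assay system = Procaspase-3 D3A mutant | signal = absorbance at 405 nm, 0 and 120 min | times = 1 h preincubation plus 2 h reaction at 25 °C | repeats = single replicate | read-out = % activation between DMSO and enzyme-spiked controls | medium = Zinc-free HEPES saline buffer with Triton X-100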
# ZTA counter: counter-screen for EBNA-1 inhibitors: inhibitors of Epstein-Barr virus ZTA; P03206; ZTA-DNA binding, fluorescence polarization; inhibition, % at 11 µM; hit rate 0.15% among 320,000; in the data active = inhibition above about 33%
# EBNA-1 inh: blocks EBNA-1 binding to DNA; EBNA-1 DNA binding, fluorescence polarization; AID 1950; inhibition, % at 14.8 µM; hit rate 0.34% among 300,000; in the data active = inhibition above about 28%
# * hit, by the source's call; ? = inconclusive; · = not tested or not shown; [ ] = dose if it differs, or a comment.
# Fields: LAP4-GFP MLPCN	RPL19A-GFP yeast	AHR activator	MEP2 TOR yeast	procasp7 counter	procasp3 activ	ZTA counter	EBNA-1 inh
> c1coc(CNCCc2c[nH]c3ccccc23)c1
 : 95	101	7	105	4	-5	-5	-14
> COc1cc(C)c(CN2CCN(c3ccccc3)CC2)cc1C
 : 87	98	2	94	-2	0	-20	10
> COCCNC(=O)c1c(N)n(CCC(C)C)c2nc3ccccc3nc12
 : 101[may fluoresce violet]	·	12	153[may fluoresce violet]	-11	12	-5	2
> CC/C(=N\Nc1ccccc1)c1c(O)n(-c2ccc(OC)cc2)c(=O)[nH]c1=O
 : 110	112	5	116	-5	1	4	-8
> Cc1cc(C(=O)OCC(=O)Nc2cccc(F)c2)c(C)n1C1CC1
 : 119	98	2	105	-17	8	-5	·
> CN1CCc2c(C#N)c(Cl)nc(Cl)c2C1
 : 84	95	2	98	-5	-1	8	0
> COc1ccc(Oc2c(C)oc3cc(OC(=O)N(C)C)ccc3c2=O)cc1
 : 101	100	12	108	6	-8	-2	-3
> Nc1ccncc1Cl
 : 88	89	-2	87	10	7	10	5
> CC1=C2[C@H]3OC(=O)[C@@H](C)[C@@H]3CC[C@@]2(C)C=CC1=O
 : 105	96	-1	117	-8	2	6	7
> Cc1ccc(Cn2nnnc2CN2CCC(n3nnc4ccccc43)CC2)cc1
 : 96	97	34	103	1	6	13	-4
> COC1=CC=C2[C@H]3Cc4ccc(OC)c5c4[C@@]2(CCN3C)[C@H]1O5
 : 98	97	1	103	8	4	-15	-2
> COc1ccc(C(=O)OC2C[C@H]3CC[C@H](C2)N3C)cc1OC (some centres not stated)
 : 95	97	-3	94	10	13	7	5
> C[C@@H]1CC2(CCCC[N+]2(C)C)C[C@H]1C
 : 94	97	1	99	-13	-8	-10	-6
> COc1ccccc1-n1c(O)c(/C=C2\C=Nc3ccccc32)c(=O)[nH]c1=O
 : 82	94	27	96	-23	-13	6	1
> N#CCCCCC#N
 : 91	101	0	98	6	0	·	·
> O=c1[nH]c(=O)n(-c2ccc(Br)cc2)c(O)c1C=NC(CO)(CO)CO
 : 117	103	0	101	1	8	4	5
> O=C1N[C@@H](Cc2ccccc2)C(=O)N2[C@H]1C[C@H]1c3ccccc3N(OOSc3ccccc3)[C@H]12
 : 123	92	-5	84	8	12	-12	5
> CCn1ccnc1CN1CCCC(C(=O)c2ccc(OC)cc2OC)C1 (configuration not stated)
 : 121	94	4	106	4	-1	-3	-4
> Cc1cccc(-n2c(/C=C/c3ccccn3)nc3ccccc3c2=O)c1
 : 88	102	2	99	12	2	-3	2
> N=C1c2ccccc2CN1NC(=O)c1ccccc1
 : 113	114	13	109	-1	0	-9	9
> COc1ccccc1CN1CCN(C(=O)COc2ccc3ccccc3c2)CC1
 : ?	?	4	?	1	3	13	8
> CCN1CCN(c2ccc(N)c(C)c2)CC1
 : 94	100	-3	107	0	4	-20	-9
> COC(=O)C1=C(c2ccc(F)cc2F)C[C@@H]2CC[C@H]1N2C(=O)NCc1ccc2c(c1)OCO2
 : 93	92	0	94	-2	9	6	·
> CC12CN3CC(C)(CN(C1)C3c1cccs1)C2O (configuration not stated)
 : 94	98	2	105	3	10	-11	-10
> CCC/C=N/O
 : 104	100	1	98	9	9	-15	·
> CCc1ccc(CN2CCCC(C(=O)c3sccc3C)C2)o1 (configuration not stated)
 : 90	92	1	85	3	0	10	0
> COc1ccccc1CN1CCN(C(=O)COc2ccccc2)CC1
 : 87	92	3	100	2	13	-8	6
> CN1CCCN(C(=O)COc2ccc(F)cc2F)CC1
 : 76[may fluoresce red and violet]	?	0	93[may fluoresce red and violet]	10	6	-16	-1
> O=[N+]([O-])c1ccc(NCCCN2CCOCC2)nc1
 : 83	109	0	106	-2	1	-3	-9
> COc1ccc(C(Nc2ccccc2)P(=O)(Oc2ccccc2)Oc2ccccc2)cc1 (configuration not stated)
 : 95	107	5	94	-12	8	-4	2
> CCC(=NCc1ccc2c(c1)OCO2)c1c(O)n(C2CCCCC2)c(=O)[nH]c1=O
 : 97	95	3	93	-2	0	5	5
> CC1(c2ccc(Cl)cc2Cl)OCC(Cn2cncn2)O1 (configuration not stated)
 : 98	94	3	97	12	8	12	15
> OC(CC#CCN1CCCCCC1)(c1ccccc1)C1CCCC1 (configuration not stated)
 : 103	103	4	100	3	7	-11	-6
> CCOc1ccc(C2(C#N)CC[N+](C)(C)CC2)cc1
 : 97	97	2	98	6	3	-4	-6
> CCOC(=O)c1c(C)n(CCN2CCN(C)CC2)c2ccc(OC)cc12
 : 105	99	0	103	8	5	5	7
> Cc1cc(OCC(=O)N2CCC(C(N)=O)CC2)c2c3c(c(=O)oc2c1)CCCC3
 : 102	101	0	107	4	13	-4	5
> O=c1[nH]c(=S)[nH]c(O)c1/C=C1/C=c2ccccc2=N1
 : 103	103	18	128	-6	-19	3	5
> C=CCOC(=O)C1=C(C)OC(N)=C(C#N)C12C(=O)N(CN1CCOCC1)c1ccccc12 (configuration not stated)
 : 98	102	9	98	-8	0	8	4
> CCC1C=CC=CC[C@H](C)[C@@H](O)[C@](C)(O)C(=O)[C@@H](C)[C@H](O)[C@@H](C)C(=O)[C@H](C)[C@@H](O)[C@H](C)C=CC(=O)OC2[C@@H](C)C(CC1)OC1(CC[C@@H](C)C(C[C@H](C)O)O1)[C@@H]2C (some centres not stated)
 : 106	98	-11	99	2	-2	-3	-4
> COc1cc(OC)c(OC)cc1CNCCc1ccc2c(c1)OCO2
 : 93	101	2	103	-8	-1	6	-6
> COc1ccc(OC)c(N2C(=O)CC(=O)NC2=O)c1
 : 98	103	0	109	0	-9	1	1
> CCC(=NCCN1CCOCC1)c1c(O)n(-c2ccccc2C)c(=O)[nH]c1=O
 : 121	105	1	105	-8	2	3	1
> Cc1ccc(Cn2nc(C)c(C=O)c2Cl)cc1
 : 102	100	2	101	4	-2	2	10
> Cc1ccc(S(=O)(=O)N(C)CCCC(=O)N2CCN(c3ccccn3)CC2)cc1
 : 83	84	3	85	12	-10	8	-13
> CCN(CC)c1ccc(/C=C2/C(=O)NC(=O)N(Cc3ccco3)C2=O)cc1
 : 94	99	2	92	-3	-2	-3	6
> COc1ccc(-c2nc3ccccc3c(=O)n2-c2nccs2)cc1
 : 99	96	21	99	14	-5	8	4
> OC(CN1CCOCC1)c1csc2ccccc12 (configuration not stated)
 : 108	94	1	95	5	-5	0	-2
> COc1cccc(CNCCc2c[nH]c3ccccc23)c1OC
 : 113	101	3	113	0	-6	-9	9
> O=C(CN1CC=C(c2ccccc2)CC1)Nc1cc(Cl)ccc1Cl
 : 96	108	1	103	12	-2	-10	1
> CCn1c(NN=O)nc2ccccc21
 : 100	101	11	113	12	2	-5	-9
> O=C(NCc1ccccn1)c1ccccc1Cl
 : ?	?	0	?	5	-6	-6	-2

# Individual results from the results shown.
# Entry of OC(CN1CCOCC1)c1csc2ccccc12 (configuration not stated) in procasp3 activ: -5
# Entry of Cc1ccc(S(=O)(=O)N(C)CCCC(=O)N2CCN(c3ccccn3)CC2)cc1 in procasp7 counter: 12

# By substructure, the compounds so far with four or more nitrogen atoms.
# Fields: LAP4-GFP MLPCN	RPL19A-GFP yeast	AHR activator	MEP2 TOR yeast	procasp7 counter	procasp3 activ	ZTA counter	EBNA-1 inh
> COCCNC(=O)c1c(N)n(CCC(C)C)c2nc3ccccc3nc12
 : 101[may fluoresce violet]	·	12	153[may fluoresce violet]	-11	12	-5	2
> CC/C(=N\Nc1ccccc1)c1c(O)n(-c2ccc(OC)cc2)c(=O)[nH]c1=O
 : 110	112	5	116	-5	1	4	-8
> Cc1ccc(Cn2nnnc2CN2CCC(n3nnc4ccccc43)CC2)cc1
 : 96	97	34	103	1	6	13	-4
> O=[N+]([O-])c1ccc(NCCCN2CCOCC2)nc1
 : 83	109	0	106	-2	1	-3	-9
> C=CCOC(=O)C1=C(C)OC(N)=C(C#N)C12C(=O)N(CN1CCOCC1)c1ccccc12 (configuration not stated)
 : 98	102	9	98	-8	0	8	4
> CCC(=NCCN1CCOCC1)c1c(O)n(-c2ccccc2C)c(=O)[nH]c1=O
 : 121	105	1	105	-8	2	3	1
> Cc1ccc(S(=O)(=O)N(C)CCCC(=O)N2CCN(c3ccccn3)CC2)cc1
 : 83	84	3	85	12	-10	8	-13
> CCn1c(NN=O)nc2ccccc21
 : 100	101	11	113	12	2	-5	-9

# A portion of the library, so the mix of outcomes need not match the whole.
